Compound activity as filed in PubChem BioAssay.
EZH2 inh: EZH2/PRC2 methyltransferase inhibitors, primary screen, biochemical, DELFIA time-resolved fluorescence, single point; PRC2 H3K27 methylation, DELFIA TRF, 1 h; inhibition, % at 12.5 µM; hit rate 0.35% among 57,000;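 active = mean inhibition of replicates at least 50% and every single replicate also reaching 50%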;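 also: dimethyl H3K27 on biotinylated H3 21-44 peptide detected by antibody; plate controls were median neutral control wells for no effect and median positive control wells for full effect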
Target sequence (Q15910 whole entry, looked up): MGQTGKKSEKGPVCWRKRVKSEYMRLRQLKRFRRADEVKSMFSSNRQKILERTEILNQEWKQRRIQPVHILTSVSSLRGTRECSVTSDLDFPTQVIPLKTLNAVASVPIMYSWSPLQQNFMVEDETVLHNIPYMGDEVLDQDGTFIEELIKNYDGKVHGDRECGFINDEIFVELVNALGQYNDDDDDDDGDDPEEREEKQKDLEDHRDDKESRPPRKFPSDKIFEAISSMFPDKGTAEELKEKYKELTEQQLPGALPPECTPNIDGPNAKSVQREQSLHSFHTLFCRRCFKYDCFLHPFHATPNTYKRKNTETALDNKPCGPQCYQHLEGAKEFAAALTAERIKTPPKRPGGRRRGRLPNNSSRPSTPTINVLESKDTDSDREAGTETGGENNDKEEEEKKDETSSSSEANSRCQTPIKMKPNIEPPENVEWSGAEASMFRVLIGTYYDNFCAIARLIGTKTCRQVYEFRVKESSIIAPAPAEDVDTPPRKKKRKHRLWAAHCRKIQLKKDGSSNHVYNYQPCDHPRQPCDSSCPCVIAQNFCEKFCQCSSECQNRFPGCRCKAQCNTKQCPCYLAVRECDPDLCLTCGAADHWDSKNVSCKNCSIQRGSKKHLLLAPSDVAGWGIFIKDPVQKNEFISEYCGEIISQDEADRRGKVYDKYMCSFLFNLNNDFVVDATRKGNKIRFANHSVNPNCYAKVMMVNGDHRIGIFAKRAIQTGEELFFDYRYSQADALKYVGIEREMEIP
IDH1 mut inh: inhibitors of IDH1 R132H reductase, primary screen, biochemical, plate reader, single point | inhibition, % at 10 µM | Isocitrate dehydrogenase [NADP] cytoplasmic (Homo sapiens), O75874 | diaphorase/resazurin fluorescence, 60 min | hit rate 0.18% among 70,000; in the data active = inhibition above about 34%;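 also: 0% = DMSO and 100% = no enzyme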
The depositor's hits bear a star; · = not tested or not shown. Some of the compounds tested (hit frequency here may not be typical).

SMILES	EZH2 inh	IDH1 mut inh
C[C@H](CO)N1C[C@H](C)[C@H](CN(C)S(=O)(=O)c2cn(C)cn2)OCc2ccccc2-c2ccccc2C1=O	-0.2	-4.0
O=S(=O)(N[C@@H]1CC[C@H](CCn2cc(C3(O)CCCC3)nn2)O[C@@H]1CO)c1ccc(Cl)cc1	-7.6	0.5
C[C@@H]1CN([C@H](C)CO)C(=O)Cc2cc(NS(=O)(=O)c3ccc(Cl)cc3)ccc2O[C@@H]1CN(C)C(=O)Nc1ccc(F)cc1	·	1.3
C/C=C/c1cnc2c(c1)C(=O)N([C@H](C)CO)C[C@@H](C)[C@H](CN(C)Cc1ccccc1F)O2	23.8	0.0
C/C=C/c1ccc2c(c1)O[C@@H](CN(C)C(=O)Nc1ccc(F)cc1)[C@H](C)CN([C@@H](C)CO)S2(=O)=O	·	0.5
C[C@@H]1CN([C@@H](C)CO)C(=O)c2cccc(N(C)C)c2O[C@H]1CN(C)C(=O)Nc1ccc(C(F)(F)F)cc1	-22.0	-0.3
Cc1ccc(S(=O)(=O)Nc2ccc3c(c2)CC(=O)N([C@H](C)CO)C[C@@H](C)[C@H](CN(C)C(=O)NC2CCCCC2)O3)cc1	-0.1	-3.5
C[C@@H]1CN([C@H](C)CO)C(=O)c2cc(NC(=O)CCC(F)(F)F)ccc2O[C@@H]1CN(C)Cc1ccc2c(c1)OCO2	4.6	-0.2
COc1ccc(S(=O)(=O)Nc2ccc3c(c2)C(=O)N([C@@H](C)CO)C[C@H](C)[C@H](CN(C)C)OCCCC[C@H](C)O3)cc1	-8.7	2.3
O=C(CCCCCCC(=O)Nc1ccccc1O)N/N=C/c1cccnc1Cl	6.1	·
C[C@@H]1CN([C@@H](C)CO)S(=O)(=O)c2ccc(-c3ccncc3)cc2O[C@@H]1CN(C)C(=O)C1CCCCC1	-7.4	9.5
O=C(N[C@H]1CC[C@@H](CCNS(=O)(=O)c2ccc(Cl)cc2)O[C@H]1CO)c1ccccn1	2.1	0.5
C[C@H]1CN([C@@H](C)CO)C(=O)Cc2cc(NS(=O)(=O)c3ccccc3)ccc2O[C@@H]1CN(C)C	·	0.0
C[C@H](CO)N1C[C@H](C)[C@@H](CN(C)CC2CC2)Oc2ccc(NC(=O)Cc3ccccc3)cc2C1=O	·	0.4
COc1ccc(S(=O)(=O)N(C)C[C@@H]2OCc3cn(nn3)CCCC(=O)N([C@@H](C)CO)C[C@@H]2C)cc1	-1.2	-1.6
C[C@@H]1CN([C@H](C)CO)C(=O)c2c(c3ccccc3n2C)-c2ccccc2CO[C@@H]1CN(C)C(=O)[C@H]1CCCN1C	-13.8	0.0
COc1ccc(NC(=O)CSc2nccc(=O)[nH]2)cc1Cl	-7.7	-0.2
C[C@H](CO)N1C[C@H](C)[C@@H](CN(C)C)Oc2cc(C#C[C@@H](C)O)ccc2S1(=O)=O	10.2	-2.2
C[C@@H]1CN([C@@H](C)CO)C(=O)Cc2cc(NC(=O)NC3CCCCC3)ccc2O[C@@H]1CN(C)S(=O)(=O)c1cccs1	·	1.3
C[C@@H]1CN([C@@H](C)CO)S(=O)(=O)c2ccc(-c3ccccc3F)cc2O[C@H]1CN(C)Cc1cccnc1	11.2	26.1
Cc1noc(C)c1NC(=O)N(C)C[C@@H]1OCc2ccccc2-c2c(n(C)c3ccccc23)C(=O)N([C@@H](C)CO)C[C@@H]1C	8.0	0.4
C[C@@H]1CN([C@@H](C)CO)C(=O)c2cccc(NC(=O)Nc3ccc4c(c3)OCO4)c2O[C@@H]1CN(C)Cc1ccc(C(F)(F)F)cc1	·	1.8
C[C@H](CO)N1C[C@H](C)[C@@H](CN(C)C)Oc2ncc(C#Cc3ccccc3F)cc2C1=O	-39.2	0.7
C[C@H](CO)N1C[C@H](C)[C@@H](CN(C)Cc2ccc(-c3ccccc3)cc2)Oc2ccc(NC(=O)Nc3ccc4c(c3)OCO4)cc2CC1=O	·	0.3
CCCN1C[C@@H](C)[C@@H](OC)CN(C)C(=O)c2ccc(NC(=O)c3cccc(OC)c3)cc2OC[C@@H]1C	-5.2	-0.4
Cc1c(NC(=O)CSc2n[nH]c(-c3ccccc3)n2)c(=O)n(-c2ccccc2)n1C	-11.6	-0.2
Cc1noc(C)c1S(=O)(=O)Nc1ccc2c(c1)C(=O)N([C@@H](C)CO)C[C@H](C)[C@@H](CN(C)C(=O)c1ccccc1)OCCCC[C@H](C)O2	·	-0.9
C[C@H](CO)N1C[C@H](C)[C@@H](CN(C)S(C)(=O)=O)OCCCC[C@H](C)Oc2ccc(NC(=O)C3CCCCC3)cc2C1=O	12.6	3.0
COCC(=O)N(C)C[C@H]1Oc2cc(C#CC3CCCC3)ccc2S(=O)(=O)N([C@@H](C)CO)C[C@H]1C	-0.5	-1.3
C[C@H]1CN([C@@H](C)CO)S(=O)(=O)c2ccc(C#Cc3cccnc3)cc2O[C@@H]1CN(C)C	7.7	4.5
CC(C)NC(=O)N(C)C[C@@H]1Oc2ccc(NS(C)(=O)=O)cc2C(=O)N([C@@H](C)CO)C[C@@H]1C	1.5	·
COc1ccccc1S(=O)(=O)N(C)C[C@@H]1OCc2ccccc2-c2ccccc2C(=O)N([C@H](C)CO)C[C@H]1C	2.9	·
CCCN(C)C[C@@H]1Oc2ncc(-c3cccc(C#N)c3)cc2C(=O)N([C@H](C)CO)C[C@@H]1C	-14.8	0.9
COc1ccc(C(=O)NCCNc2ccc([N+](=O)[O-])cc2)cc1	12.7	0.3
CCOc1ccc(-n2c(SCC(=O)c3ccccc3)nnc2-c2ccncc2)cc1	0.7	-0.6
C=C1C(=C/C=C2\CCC[C@]3(C)[C@@H]([C@H](C)/C=C/[C@@H](O)C4CC4)CC[C@@H]23)C[C@@H](O)C[C@@H]1O	-41.4	0.5
O=C(NCC[C@H]1CC[C@H](NC(=O)Nc2cc(F)ccc2F)[C@@H](CO)O1)Nc1ccc(F)cc1	-4.1	0.0
CCC1=Nc2cc(C(=O)N(C)Cc3ccccc3)ccc2Sc2ccc(C)cc21	23.6	-1.1
C[C@H](CO)N1C[C@H](C)[C@@H](CN(C)C(=O)[C@H](C)c2ccccc2)OCc2ccccc2-c2ccccc2C1=O	9.3	-1.4
COC(=O)c1cc(Br)ccc1NC(=O)COc1ccc(C(C)(C)C)cc1	·	0.0
Cc1noc(C)c1S(=O)(=O)Nc1ccc2c(c1)C(=O)N([C@H](C)CO)C[C@H](C)[C@H](CN(C)C)O2	-1.2	2.9
COc1ccc(NC(=O)N(C)C[C@@H]2Oc3c(NS(=O)(=O)c4cn(C)cn4)cccc3C(=O)N([C@H](C)CO)C[C@@H]2C)cc1	·	0.5
CO[C@H]1CN(C)C(=O)c2ccc(NS(=O)(=O)c3c(C)noc3C)cc2OC[C@@H](C)NC[C@H]1C	0.8	0.2
C[C@H](CO)N1C[C@H](C)[C@@H](CN(C)C(=O)c2ccccn2)Oc2ncc(C#Cc3ccccn3)cc2C1=O	15.3	-5.2
COc1ccc(NC(=O)Nc2ccc3c(c2)C(=O)N([C@@H](C)CO)C[C@@H](C)[C@@H](CN(C)C(=O)Nc2ccc4c(c2)OCO4)OCCCC[C@@H](C)O3)cc1	·	-0.5
C/C=C/c1cnc2c(c1)C(=O)N([C@H](C)CO)C[C@@H](C)[C@@H](CN(C)C(=O)Nc1ccc(F)cc1)O2	3.5	-0.6
Cc1ccc(-n2nc(C)c3c(C)onc3c2=O)cc1	·	-0.2
Cc1cc(NS(=O)(=O)c2ccc(NC(=O)C3COc4ccccc4O3)cc2)nc(C)n1 (centres undefined)	-10.6	0.0
CC(C)(C)[S@](=O)N1Cc2cc(C(=O)N3CCc4ccccc4C3)nc(-c3cccc(-c4cccnc4)c3)c2[C@@H]1CCO	-0.2	0.0
O=C1c2ccccc2C(=O)N1CCCc1nc(-c2ccccn2)no1	-12.4	-0.2
(list continues)
SMILES	EZH2 inh	IDH1 mut inh
C[C@@H]1CCCCO[C@H](CN(C)C(=O)Nc2ccc(C(F)(F)F)cc2)[C@H](C)CN([C@@H](C)CO)C(=O)c2cc(N(C)C)ccc2O1	-27.6	0.2
CC(C)NC(=O)N(C)C[C@@H]1Oc2cc(C#Cc3cccc(F)c3)ccc2S(=O)(=O)N([C@@H](C)CO)C[C@@H]1C	-14.4	-4.9
CO[C@@H]1CN(C)C(=O)c2ccc(NC(=O)C3CCOCC3)cc2OC[C@H](C)N(CC2CC2)C[C@H]1C	3.5	-0.2
Cc1ccc2oc(-c3cc(NC(=O)COc4ccccc4)ccc3Cl)nc2c1	20.3	-0.3
C[C@H](CO)N1C[C@H](C)[C@@H](CN(C)Cc2ccccc2)OCCCC[C@H](C)Oc2ccc(NC(=O)CCC(F)(F)F)cc2C1=O	3.7	-1.7
CCN(CC(=O)Nc1cccc(OC)c1)S(=O)(=O)c1ccc(C)cc1	5.6	-0.4
C[C@H](CO)N1C[C@H](C)[C@@H](CN(C)S(=O)(=O)c2ccsc2)OCc2ccccc2-c2ccccc2C1=O	-0.9	2.0
CCC(=O)N(C)C[C@@H]1Oc2cc(-c3cccc(OC)c3)ccc2S(=O)(=O)N([C@@H](C)CO)C[C@H]1C	·	-0.8
COc1ccc(S(=O)(=O)Nc2ccc3c(c2)CC(=O)N([C@@H](C)CO)C[C@@H](C)[C@H](CN(C)Cc2ccc(C(=O)Nc4ccccc4N)cc2)O3)cc1	·	0.1
C[C@@H]1CN([C@@H](C)CO)C(=O)c2cc(NC(=O)c3ccncc3)ccc2O[C@@H](C)CCCCO[C@@H]1CN(C)C(=O)c1ccccc1	4.9	2.0
COc1ccc(S(=O)(=O)Nc2ccc3c(c2)C(=O)N([C@@H](C)CO)C[C@@H](C)[C@H](CN(C)C(=O)Nc2cccc4ccccc24)OCCCC[C@H](C)O3)cc1	·	0.6
C[C@@H]1CN([C@H](C)CO)C(=O)Cc2cc(NC(=O)C3CCCCC3)ccc2O[C@@H]1CN(C)S(=O)(=O)c1ccc(F)cc1	·	1.4
COCC#Cc1ccc2c(c1)O[C@@H](CN(C)C(=O)COC)[C@@H](C)CN([C@@H](C)CO)S2(=O)=O	·	-0.7
COc1ccccc1C#Cc1cnc2c(c1)C(=O)N([C@H](C)CO)C[C@H](C)[C@@H](CN(C)C(=O)c1ccc3c(c1)OCO3)O2	-13.7	·
COc1ccccc1S(=O)(=O)N(C)C[C@H]1Oc2cc(Br)ccc2S(=O)(=O)N([C@H](C)CO)C[C@H]1C	15.7	·
C[C@@H]1CN([C@H](C)CO)C(=O)Cc2cc(NC(=O)C3CC3)ccc2O[C@H]1CN(C)C(=O)Nc1ccccc1	·	-1.4
CO[C@@H]1CN(C)C(=O)c2ccc(NC(=O)Nc3ccc4c(c3)OCO4)cc2OC[C@H](C)NC[C@H]1C	-9.1	-0.4
C[C@@H]1CN([C@H](C)CO)C(=O)c2cc(NC(=O)CCC(F)(F)F)ccc2O[C@@H](C)CCCCO[C@@H]1CN(C)C(=O)Cc1ccccc1	·	2.2
COc1ccc(S(=O)(=O)Nc2cccc3c2O[C@@H](CN(C)Cc2ccc(C(=O)Nc4ccccc4N)cc2)[C@@H](C)CN([C@@H](C)CO)C3=O)cc1	-8.4	·
CC(C)NC(=O)N(C)C[C@@H]1Oc2ccc(NS(=O)(=O)c3ccc(F)cc3)cc2C(=O)N([C@H](C)CO)C[C@@H]1C	1.8	0.3
C[C@H](CO)N1C[C@H](C)[C@@H](CN(C)C(=O)Nc2cccc3ccccc23)Oc2ccc(NS(=O)(=O)c3ccccc3)cc2C1=O	1.3	-0.3
CCC(=O)N(C)C[C@H]1Oc2cc(-c3ccc(OC)cc3)ccc2S(=O)(=O)N([C@@H](C)CO)C[C@H]1C	-4.7	-0.3
C[C@H]1CN([C@@H](C)CO)C(=O)c2cc(NC(=O)c3ccncc3)ccc2O[C@@H]1CN(C)CC1CCCCC1	-0.7	·
CCn1c(SCC(=O)c2ccc(OC)cc2)nnc1-c1cc2cccc(OC)c2o1	-8.2	0.4
CO[C@H]1CN(C)C(=O)c2ccc(NC(=O)C3CCOCC3)cc2OC[C@@H](C)N(C(=O)c2ccccc2)C[C@@H]1C	-3.6	0.1
C[C@@H]1CN([C@H](C)CO)C(=O)c2cccc(NC(=O)CCCCCC(=O)Nc3ccccc3N)c2O[C@@H]1CN(C)CC1CCCCC1	27.2	·
CCCN1C[C@H](C)[C@H](OC)CN(C)C(=O)c2cc(NC(=O)c3ccno3)ccc2OC[C@H]1C	12.0	-0.4
O=C(NO)c1cccc(C(=O)N/N=C/c2ccc(F)c(Oc3ccccc3)c2)c1	-132.0	·

Shown bar-delimited: part of the list above.
Molecule | EZH2 inh | IDH1 mut inh
C[C@H](CO)N1C[C@H](C)[C@@H](CN(C)C(=O)Nc2cccc3ccccc23)Oc2ccc(NS(=O)(=O)c3ccccc3)cc2C1=O | 1.3 | -0.3
CCC(=O)N(C)C[C@H]1Oc2cc(-c3ccc(OC)cc3)ccc2S(=O)(=O)N([C@@H](C)CO)C[C@H]1C | -4.7 | -0.3
C[C@H]1CN([C@@H](C)CO)C(=O)c2cc(NC(=O)c3ccncc3)ccc2O[C@@H]1CN(C)CC1CCCCC1 | -0.7 | ·
CCn1c(SCC(=O)c2ccc(OC)cc2)nnc1-c1cc2cccc(OC)c2o1 | -8.2 | 0.4
CO[C@H]1CN(C)C(=O)c2ccc(NC(=O)C3CCOCC3)cc2OC[C@@H](C)N(C(=O)c2ccccc2)C[C@@H]1C | -3.6 | 0.1
C[C@@H]1CN([C@H](C)CO)C(=O)c2cccc(NC(=O)CCCCCC(=O)Nc3ccccc3N)c2O[C@@H]1CN(C)CC1CCCCC1 | 27.2 | ·
CCCN1C[C@H](C)[C@H](OC)CN(C)C(=O)c2cc(NC(=O)c3ccno3)ccc2OC[C@H]1C | 12.0 | -0.4
